Screens: PubChem BioAssay, Sanford-Burnham Center for Chemical Genomics
Hsp70 displacement = Hsp70 inhibitors, probe displacement, primary screen, biochemical, fluorescence polarization (AID 583) | Heat shock 70 kDa protein 1A (Homo sapiens) | 0.06% of 140,000 active | Hsp70 fluorescence polarization probe displacement, mP; higher % means a stronger effect | displacement, % at 20 µM; hits with a dose series show IC50 in µM; in the data active means displacement above about 50%;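 further: plate controls were vehicle for no effect and reference ligand for full effect; a part of the inactive calls stands beside numbers as strong as those of hits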
MKP-3 inhibition = MKP-3 phosphatase inhibitors, primary screen, biochemical, rat enzyme, in vitro (AID 425) | Dual specificity protein phosphatase 6 (Rattus norvegicus) | recombinant MKP-3 phosphatase activity, fluorescence; higher % means a stronger effect | one-dose inhibition, % at 20 µM; IC50 in µM for titrated hits | 0.17% of 110,000 active; in the data active means inhibition above about 50%;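 further: plate controls were vehicle for no effect and reference inhibitor for full effect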
An asterisk follows results filed as active; x = not tested or not shown; & = joins results of further samples. These rows are one share of the data, so the mix of outcomes need not match the whole.

Every second line gives: Hsp70 displacement, MKP-3 inhibition
- Cc1ccc(/C=C/C2=NN(Cc3ccccc3Cl)C(=O)CC2)cc1
 : 6.3%, x
- C#CCOc1ccc(/C=C2\C(=O)NC(=O)N(c3ccc(Cl)cc3)C2=O)cc1OC
 : -9.6%, 4%
- O=C(O)c1ccccc1C(=O)c1ccc(F)c(F)c1
 : 5.9%, -1%
- O=C(Nc1ccc2c(c1)CCC2)C1CCN(c2ncccn2)CC1
 : -0.2%, -10%
- O=C(NCCOc1ccccc1)c1cccc(C(=O)NCCOc2ccccc2)c1
 : 0.0%, 7%
- CSc1ccc(S(=O)(=O)N2CCN(Cc3ccc4c(c3)OCO4)CC2)cc1
 : x, -16%
- Cc1c(-n2cc(C(=O)c3cc(Cl)ccc3O)cc(C#N)c2=O)c(=O)n(-c2ccccc2)n1C
 : -7.3%, x
- C=CCC(C)(CC=C)NC(=O)c1ccccc1[N+](=O)[O-]
 : -0.7%, 2%
- O=C(Nc1ccc(Cl)cc1)C1C2CCC3C(CCC21)C3(Cl)Cl (stereo not drawn)
 : -0.7%, 5%
- CS(=O)(=O)N1CCC(C(=O)NCc2ccc(F)cc2Cl)CC1
 : -3.2%, 3%
- COC(=O)c1sc2nc(-c3ccco3)ccc2c1N
 : -1.4%, -6%
- COC(=O)C1=C(C)NC(=O)/C1=C\c1cccs1
 : 1.9%, x
- CCOC(=O)C(=CNc1ccccc1F)C(=O)OCC
 : 2.2%, 4%
- CCOc1ccc(S(=O)(=O)Nc2cc(OC)ccc2OC)cc1
 : 1.4%, -5%
- O=C/C(=C\Nc1ccc(Cl)cn1)c1nc2cc(Cl)ccc2o1
 : -6.3%, 0%
- O=c1[nH]c(-c2ccc(Cl)cc2)nc2c1cnn2-c1ccccc1
 : -2.3%, -6%
- Cc1sc(NC(=O)C2CC2c2ccccc2)c(C#N)c1C (stereo not drawn)
 : 4.7%, 1%
- Fc1ccc(-n2[nH]nnc2=S)cc1N1CCCC1
 : 0.7%, 3%
- COc1ccccc1CNC(=O)COc1ccc(Cl)cc1C
 : -0.6%, 1%
- Cc1c(NC(=S)NCc2ccccc2)c(=O)n(-c2ccccc2)n1C
 : 5.1%, 0%
- CCOc1ccc(NCC(=O)N/N=C/c2cc([N+](=O)[O-])ccc2O)cc1
 : -4.7%, 5%
- O/N=C(/Cc1ccccn1)c1ccccc1
 : 2.1%, -9%
- Cc1ccc(-n2cnnn2)cc1-n1cnnn1
 : -0.6%, 20%
- Cc1ccc(C2/C(=C(/O)c3ccccc3)C(=O)C(=O)N2CCN2CCOCC2)o1 (stereo not drawn)
 : 0.2%, -14%
- CCc1cc2c(=O)n(Cc3ccco3)c(SCC(=O)N3CCCc4ccccc43)nc2s1
 : -5.8%, 8%
- Cc1nnc(NC(=O)C2C3C=CC(O3)C2C(=O)O)s1 (stereo not drawn)
 : x, 4%
- Cn1c(N)c(C(=O)COC(=O)c2cccs2)c(=O)n(C)c1=O
 : 2.9%, x
- Cc1nc(NC(=O)COC(=O)C(NC(=O)c2ccco2)C(C)C)c(Cl)cc1Cl (stereo not drawn)
 : 5.2%, 2%
- CCC(=O)NC(Nc1cc(C)ccn1)(C(F)(F)F)C(F)(F)F
 : 3.3%&-0.2%, -3%
- CCOc1cc(C(=O)N(C)c2ccccc2)cc(OCC)c1OCC
 : -2.1%&-1.8%, 1%&4%
- CN(CCC(=O)NC1CC(C)(C)N(C)C(C)(C)C1)C1CC(C)(C)N(C)C(C)(C)C1
 : 1.0%, 0%
- CCc1ccc(-c2nc(CN3CCC(C(=O)NCc4ccc(F)cc4)CC3)c(C)o2)cc1
 : -0.5%, 3%
- COC(=O)C1=C(C)NC(=O)NC1c1cc(OC)c(OC)cc1OC (stereo not drawn)
 : -2.5%, 4%
- CC(C)Cn1c(N)c(C(=O)NCC2CCCO2)c2nc3ccccc3nc21 (stereo not drawn)
 : 4.1%, 13%
- CCCCOc1ccc(C(=O)Nc2ccc(Cl)cn2)cc1
 : 3.5%, 1%
- COc1ccc(CCNC2CCN(Cc3ccccc3)CC2)cc1OC
 : 1.9%, 2%
- C=CCn1c(SCC(=O)Nc2c(C)n(C)n(-c3ccccc3)c2=O)nc2scc(-c3ccccc3)c2c1=O
 : 4.1%, x
- O=C(Nc1ccc2c(c1)ncn2C1CCCCC1)c1ccco1
 : 1.5%, -5%
- Cc1ccc(C(=O)NCc2ccccc2)cc1S(=O)(=O)N1CCOCC1
 : -2.2%, 4%
- CSc1nc(N)c(C#N)c(Cc2ccccc2)c1C#N
 : -5.4%, 0%
- CC(C)c1ccc(-c2cc(C(=O)N3CCCC3)c3ccccc3n2)cc1
 : -3.1%, 5%
- O=C1CN(S(=O)(=O)c2ccccc2)CCN1S(=O)(=O)c1ccccc1
 : -2.4%, 0%
- Cc1ccc(NC(=O)CN(c2cc(C)cc(C)c2)S(=O)(=O)c2c(C)noc2C)nc1
 : 1.7%, -8%
- Cc1cccc(C)c1NC(=O)c1ccc(CN(c2ccccc2)S(C)(=O)=O)cc1
 : -1.6%, 2%
- COc1ccc2c(c1)CCCC21NC(=O)N(CC(N)=O)C1=O (stereo not drawn)
 : -0.7%, x
- CCCCCn1c(CCNC(=O)CCC)nc2ccccc21
 : 2.7%, -9%
- O=C1N/C(=N/N=C/c2ccccc2O)SC1Cc1ccccc1 (stereo not drawn)
 : 1.6%, 0%
- CCOC(=O)N1CCN(C(=O)c2ccc3c(=O)n(CCc4ccccc4)c(=O)[nH]c3c2)CC1
 : x, -9%
- CCOC(=O)c1cnc(-n2nc(C)cc2C)nc1N1CC(C)OC(C)C1 (stereo not drawn)
 : -0.9%, -6%
- Cc1cc(NC(=O)CCN2C(=O)C3C4C=CC(C4)C3C2=O)c2ccccc2n1 (stereo not drawn)
 : 1.0%, -1%
- Cc1ccc(-c2noc(CN(C(=O)c3cccs3)C(C)C)n2)cc1
 : 6.3%, -11%
- CCn1c(C(O)c2cccc(OC)c2OC)nc2ccccc21 (stereo not drawn)
 : 1.7%, 6%
- Cc1cccc(N2CCN(c3cc(C)nc4nnnn34)CC2C)c1 (stereo not drawn)
 : -7.6%, -2%
- O=[N+]([O-])c1ccc(/C=N/Nc2c(Cl)cc(Cl)cc2Cl)cc1
 : -2.1%, 2%
- COC(=O)c1ccc2c(c1)NC1=C(C(=O)CC(C)(C)C1)C(c1ccncc1)N2 (stereo not drawn)
 : x, -7%
- O=C(Nc1ccc2nc(C3CC3)n(Cc3ccc(F)cc3)c(=O)c2c1)c1ccco1
 : 4.0%, -2%
- O=C(Nc1ccccc1Br)c1ccc(OC(F)F)cc1
 : -0.8%, 2%
- O=C(c1cc([N+](=O)[O-])ccc1Cl)N1CCN(C(c2ccccc2)c2ccccc2)CC1
 : -3.0%, 4%
- COc1ccc(N2C(=O)NC(=O)/C(=C/c3ccc(-c4ccccc4[N+](=O)[O-])o3)C2=O)cc1
 : -9.1%, 1%
- COc1cc(OC)cc(-c2nnc(SCc3cccnc3)o2)c1
 : 0.1%, -2%

Gathered by group: the entries above with a thiophene ring, fused or not (seven)
Every second line gives: Hsp70 displacement, MKP-3 inhibition
- COC(=O)c1sc2nc(-c3ccco3)ccc2c1N
 : -1.4%, -6%
- COC(=O)C1=C(C)NC(=O)/C1=C\c1cccs1
 : 1.9%, x
- Cc1sc(NC(=O)C2CC2c2ccccc2)c(C#N)c1C (stereo not drawn)
 : 4.7%, 1%
- CCc1cc2c(=O)n(Cc3ccco3)c(SCC(=O)N3CCCc4ccccc43)nc2s1
 : -5.8%, 8%
- Cn1c(N)c(C(=O)COC(=O)c2cccs2)c(=O)n(C)c1=O
 : 2.9%, x
- C=CCn1c(SCC(=O)Nc2c(C)n(C)n(-c3ccccc3)c2=O)nc2scc(-c3ccccc3)c2c1=O
 : 4.1%, x
- Cc1ccc(-c2noc(CN(C(=O)c3cccs3)C(C)C)n2)cc1
 : 6.3%, -11%

(listing goes on)
Every second line gives: Hsp70 displacement, MKP-3 inhibition
- Cc1cc(C)nc(NCC(O)COc2ccccc2C)n1 (stereo not drawn)
 : 1.7%, -7%
- CCOc1ccc(Br)cc1-c1noc(-c2cccs2)n1
 : 3.2%, 6%
- CCOC(=O)c1cc(-c2ccc(C)o2)nn1CCC#N
 : 0.1%, -6%
- O=C(CSc1ncnc2c1nnn2-c1ccc(F)cc1)NCc1ccco1
 : 2.9%, -10%
- CN(C)CCCCCNCCCNC(=O)/C=N\O
 : 6.9%, -9%
- C/C(=N\O)c1ccc2c(c1)c1cc(/C(C)=N/O)ccc1n2C(C)C
 : 3.1%, 0%
- Cc1nc2ccc(Cl)cn2c1C(=O)N/N=C\c1ccc(C(=O)O)cc1
 : -2.8%, 0%
- O=C(CN1CCN(c2ccccn2)CC1)N1c2ccccc2CCc2ccccc21
 : 2.1%, 1%
- Cc1cc2cc(CN(CC3CCCO3)C(=O)c3cnccn3)c(=O)[nH]c2cc1C (stereo not drawn)
 : 4.2%, -15%
- CCSc1nnc2n(-c3ccc(OC)cc3)c(=O)c3c4c(sc3n12)COC(C)(C)C4
 : -1.3%, 2%
- CCCCOc1ccccc1C1NC(=O)NC(C)=C1C(=O)OCCOCC (stereo not drawn)
 : 5.5%, 5%
- OC(COc1ccc2c(c1)CCC2)CN1CCN(c2ccccc2F)CC1 (stereo not drawn)
 : 1.6%, 2%
- CCOc1ccc(-n2c(O)c(C=Nc3ccc(C)cc3)c(=O)[nH]c2=O)cc1
 : -3.6%, -1%
- O=C(N[C@@H](Cc1ccccc1)C(=O)O)c1cccnc1
 : -1.6%, -4%
- CC1(C)Oc2ccc3ccc(=O)oc3c2/C(=C/NCCO)C1=O
 : -0.2%, 8%
- O=S(=O)(N[C@@H]1C[C@H]2CC[C@@H]1C2)c1cccs1
 : 2.9%, -1%
- CCOC(=O)c1c(CSc2ccccc2)n(C)c2cc(Br)c(OC)c(O)c12
 : -2.7%, 3%
- O=C(O)CCC(=O)N1N=C(c2c(-c3ccccc3)c3cc(Cl)ccc3[nH]c2=O)CC1c1ccc([N+](=O)[O-])cc1 (stereo not drawn)
 : -4.7%, 2%
- CCOc1cc(OCC)cc(C(=O)Nc2cc3nn(-c4ccc(OC)cc4)nc3cc2C)c1
 : -6.2%, 0%
- Cn1c(=O)c2c(nc(CN3CCC(C(N)=O)CC3)n2CCCc2ccccc2)n(C)c1=O
 : 2.2%, 3%
- Brc1ccc(NCc2nnc3n2CCCCC3)cc1
 : 3.2%, -4%
- COc1cccc(NC(=O)N2CCCC2C(=O)NCC(C)C)c1 (stereo not drawn)
 : 1.9%, -5%
- CC(C)CCNC(=O)C(c1ccco1)N(CC1CCCO1)C(=O)Cn1nnc2ccccc21 (stereo not drawn)
 : 3.8%, -8%
- CC1CCCCN1C(=O)c1cnn2c(C(F)(F)F)cc(-c3ccco3)nc12 (stereo not drawn)
 : 4.3%, 2%
- O=C1NC(=O)C2C1C(c1ccccc1)N1C3C(=O)NC(=O)C3C(c3ccccc3)N21 (stereo not drawn)
 : -4.9%, x
- CCc1cc(=O)n2[nH]c(C)c(-c3ccccc3OC)c2n1
 : -1.0%, -5%
- CC(C)c1nnc(NC(=O)c2ccc(S(=O)(=O)N3CCOCC3)cc2)s1
 : -0.1%, -16%
- CCCOC(=O)NC(CC)COC(=O)Nc1cccc(C)c1C (stereo not drawn)
 : -3.3%, -4%
- O=C1NC(=S)N(c2ccccc2)C(=O)/C1=C/c1ccc(Br)cc1
 : 4.5%, 3%
- CC1(C)CC(=O)C(C=Nc2cccnc2)=C(O)C1
 : -2.3%, 0%
- CC(=O)c1cc(F)c(N2CCN(CCC#N)CC2)cc1C
 : -3.0%, -2%
- Cn1nc(C(=O)Nc2cccc(C(F)(F)F)c2)ccc1=O
 : 5.2%, -2%
- Cc1ccccc1C(=O)N=c1c(C#N)cc2c(=O)n3cccc(C)c3nc2n1Cc1ccco1
 : -27%, x
- Cc1[nH]nc2c1C(c1cccc(OC(=O)N3CCOCC3)c1)C(C#N)=C(N)O2 (stereo not drawn)
 : -6.1%, 1%
- CCCCP(=O)(CCCC)CCP(=O)(CCCC)CCCC
 : 3.2%, -4%
- COc1cc(NC(=O)c2noc3c2CCCC3)c(OC)cc1Cl
 : -0.5%, 3%
- Cc1nnc(C)n1/N=C/c1ccccc1
 : 5.0%, x
- COC(=O)COc1ccc(/C=C2\C(=O)C(C(=O)OC)=C(C)N2c2cc(C)cc(C)c2)cc1
 : -6.1%, 6%
- CCOc1ccc(NC(=O)c2ccco2)cc1
 : 0.5%, -14%
- CN1CCN(c2nc(-c3cccs3)cc(C(F)(F)F)n2)CC1
 : 1.2%, -3%
- CC(=O)NC1=NC(=O)/C(=C/c2cc(C)n(-c3cccc(C(=O)O)c3)c2C)S1
 : -22%, 8%
- CNC(=O)C(Sc1ccccc1)c1ccccc1 (stereo not drawn)
 : -0.5%, 0%
- CC(C1CC1)N1C(=O)C2C(C1=O)C1C=CC2C12CC2 (stereo not drawn)
 : -1.0%, 0%
- COc1ccc(N2C(=O)C3CCCN3C2c2cccc(F)c2)cc1Cl (stereo not drawn)
 : -4.8%, 3%
- CCCCN(C(=O)Cc1cccs1)c1nnc(-c2cccnc2)s1
 : 1.7%, x
- OCCN1CCN(c2nc(-c3ccccc3)nc3c2oc2ccccc23)CC1
 : 0.2%, 6%
- CCOc1ccc(NC(=O)c2ccc([N+](=O)[O-])o2)cc1
 : -3.7%, 0%
- Cc1ccc(C2(C(F)(F)F)NC(=O)N3CCCN=C3S2)cc1 (stereo not drawn)
 : 1.2%, 2%

Pulled one by one from the list above, three records:
Every second line gives: Hsp70 displacement, MKP-3 inhibition
- CN1CCN(c2nc(-c3cccs3)cc(C(F)(F)F)n2)CC1
 : 1.2%, -3%
- CC(C1CC1)N1C(=O)C2C(C1=O)C1C=CC2C12CC2 (stereo not drawn)
 : -1.0%, 0%
- COC(=O)COc1ccc(/C=C2\C(=O)C(C(=O)OC)=C(C)N2c2cc(C)cc(C)c2)cc1
 : -6.1%, 6%
